Vif-A3G inh = qHTS for Inhibitors of Vif-A3G Interactions: qHTS; actives 0.076% (n = 410,000); DNA dC->dU-editing enzyme APOBEC-3G (Homo sapiens), Q9HC16; HeLa A3G-eYFP + Vif (tagged APOBEC3G with the HIV-1 protein that degrades it), YFP fluorescence, overnight; Potency, µM (doses to about 46.1 µM), without a hit: at the highest dose activity, negative = active, usual class: inhibitors;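 note: potency is the fitted concentration of half-maximal effect; % is set by controls: 0 for no effect and ±100 for the full control effect; nearly all actives have a fitted effect of over 60% in size; hits raise eYFP signal because A3G escapes Vif-driven loss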
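Read-out is eYFP fluorescence (Ex 488/Em 500-530) from Vif-expressing HeLa A3G-eYFP cells; more signal means A3G escaped Vif-mediated degradation. Cells plated overnight, compound pinned in, incubated overnight at 37 deg C.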
Vif-APOBEC3F blk = qHTS for Inhibitors of Vif-A3F Interactions: qHTS; HeLa A3F-eYFP + Vif (tagged APOBEC3F with the HIV-1 protein that degrades it), YFP fluorescence increase; Potency, µM (titrated, usually from 46.1 µM), inactives show at the highest dose activity, negative = active; actives 0.2% (n = 390,000); AID 602313, 2012; note: potency is the fitted concentration of half-maximal effect; % of control where 0% means no effect; nearly all actives have a fitted effect of over 65% in size
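HeLa cells stably expressing A3F-eYFP plus Vif, plated and incubated overnight at 37 deg C, then exposed to compounds overnight at 37 deg C. Blocked degradation read as raised yellow fluorescence (Ex 488/Em 500-530).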
RGS4 inhibitor = Inhibitors of Regulator of G Protein Signaling (RGS) 4: qHTS; Regulator of G-protein signaling 4 (Homo sapiens), P49798; Transcreener GDP fluorescence polarization, RGS4-accelerated GTP hydrolysis; Potency, µM (doses to about 114 µM), for the others: at the highest dose activity change, negative = inhibition, hits mostly inhibitors; actives 0.039% (n = 390,000); AID 504845, 2011; note: potency is the fitted concentration of half-maximal effect; % is set by controls: 0 for no effect and ±100 for the full control effect; nearly all actives have a fitted effect of over 75% in size; some results filed as inactive show a strong effect at the top dose
Target sequence (P49798 whole entry, looked up): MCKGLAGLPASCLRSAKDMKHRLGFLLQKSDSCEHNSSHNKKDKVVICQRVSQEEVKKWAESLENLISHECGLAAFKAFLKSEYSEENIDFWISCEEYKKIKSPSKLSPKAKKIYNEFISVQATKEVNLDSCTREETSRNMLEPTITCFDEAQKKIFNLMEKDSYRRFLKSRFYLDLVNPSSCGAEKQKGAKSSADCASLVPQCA
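MLSMR compounds (23 nl, pin-transferred) preincubated 10 min at room temperature with a 500nM (2x) first reagent, then RGS4 at 900nM (2x) plus Transcreener GDP mix added; fluorescence polarization (620/688 nm) read before and after 90 min at 30 °C.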
mIDH1 inhibitor = qHTS for Inhibitors of mutant isocitrate dehydrogenase 1 (IDH1): qHTS | IDH1-R132H enzyme, NADPH consumption, diaphorase/resazurin fluorescence | actives 0.093% (n = 390,000) | Potency, µM (series often up to 76.6 µM), inactives show top-dose activity change, negative = inhibition, most hits filed as inhibitors; note: potency is the fitted concentration of half-maximal effect; % is set by controls: 0 for no effect and ±100 for the full control effect; nearly all actives have a fitted effect of over 65% in size
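IDH1-R132H (0.5 ug/mL dispensed) in pH 7.5 Tris buffer was preincubated 30 min with compound, then given a substrate mix of 0.016 mM NADPH and 2 mM alpha-KG for 80 min at room temperature; remaining NADPH was read by diaphorase/resazurin fluorescence.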
TrxR1 inh = qHTS Assay for Inhibitors of Mammalian Selenoprotein Thioredoxin Reductase 1 (TrxR1): qHTS | Thioredoxin reductase 1, cytoplasmic (Rattus norvegicus), O89049 | recombinant rTrxR1, NADPH fluorescence consumption, selenite substrate | Potency, µM (titrated, usually from 114 µM), for the others: top-dose activity change, negative = inhibition, most hits filed as inhibitors | actives 1% (n = 390,000) | AID 588453, 2011; note: potency is the fitted concentration of half-maximal effect; % is set by controls: 0 for no effect and ±100 for the full control effect; nearly all actives have a fitted effect of over 65% in size
Target sequence (O89049 whole entry, looked up): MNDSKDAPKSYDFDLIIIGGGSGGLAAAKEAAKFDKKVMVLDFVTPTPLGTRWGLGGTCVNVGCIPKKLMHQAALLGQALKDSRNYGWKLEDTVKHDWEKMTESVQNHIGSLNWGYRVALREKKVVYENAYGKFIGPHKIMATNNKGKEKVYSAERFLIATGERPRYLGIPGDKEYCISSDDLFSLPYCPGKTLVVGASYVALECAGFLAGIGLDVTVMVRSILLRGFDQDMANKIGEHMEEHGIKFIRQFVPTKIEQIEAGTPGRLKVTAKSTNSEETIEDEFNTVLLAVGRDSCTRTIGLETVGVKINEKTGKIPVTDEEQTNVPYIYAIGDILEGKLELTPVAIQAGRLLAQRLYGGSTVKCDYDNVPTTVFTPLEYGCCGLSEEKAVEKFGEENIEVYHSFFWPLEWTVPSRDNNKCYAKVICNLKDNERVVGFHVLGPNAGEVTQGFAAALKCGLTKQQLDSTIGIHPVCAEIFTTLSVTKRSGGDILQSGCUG
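Rat TrxR1 (90 nM in the dispensed reagent) was pre-reduced with 400 uM NADPH for 5 min at room temperature, then incubated with compound for 15 min. After 400 uM selenite was added, NADPH fluorescence (Ex 340/Em 450 nm) was followed for 8 min.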
TrxR1 substrate = qHTS Assay for Substrates of Mammalian Selenoprotein Thioredoxin Reductase 1 (TrxR1): qHTS | purified TrxR1 substrate turnover, NADPH consumption readout | Potency, µM (titrated, usually from 114 µM), for inactives: at the top dose activity change, negative = substrate turnover | actives 0.01% (n = 390,000) | AID 588456, 2011; note: potency is the fitted concentration of half-maximal effect; % is set by controls: 0 for no effect and ±100 for the full control effect; nearly all actives have a fitted effect of over 50% in size
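Rat TrxR1, dispensed at 90 nM, was prereduced with 400 uM NADPH (final) for 5 min at ~22 deg C, then incubated with compound 15 min before 400 uM selenite. A first-read NADPH fluorescence drop versus no-compound background flagged substrates.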
GRP78 ERSR act = qHTS for Inducers of the Endoplasmic Reticulum Stress Response (ERSR) in Human Glioma: qHTS; U87-MG GRP78 promoter luciferase reporter, 16 h; actives 0.02% (n = 420,000); Potency, µM, for the others: top-dose activation, most hits filed as activators; note: potency is the fitted concentration of half-maximal effect; series mostly up to about 76 µM; % of control where 0% means no effect; nearly all actives have a fitted effect of over 35% in size
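Stably transfected U87-MG glioma cells carrying a GRP78-based luciferase sensor; 16 h compound incubation. Luminescence end-point read 10 min after Bright-Glo addition at room temperature.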
LDHA block = qHTS assay for inhibitors of human lactate dehydrogenase; L-lactate dehydrogenase A chain (Homo sapiens), P00338; purified LDHA, NADH/diaphorase-resazurin fluorescence; stronger effect = lower value; activity change, % (values are at about 110 or 230 µM); actives 0.15% (n = 480,000); AID 1347041, 2019; in the data active = activity change below about -30%; inconclusive = mostly about -25% to -30%;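 note: plate controls were DMSO wells for no effect and wells without enzyme for full effect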
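Resorufin fluorescence (ex540/em590), read at 0 and 20 min after diaphorase/resazurin addition, reports the NADH left after a 5 min room-temperature reaction of 2 nM human LDH5 with 0.06 mM NADH and 0.2 mM pyruvate.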
USP1 inh = Inhibitors of USP1/UAF1: Primary Screen; Potency, µM (doses to about 57.1 µM), without a hit: top-dose activity change, negative = inhibition, actives largely listed as inhibitors; recombinant USP1/UAF1, Ub-Rhodamine cleavage fluorescence; Ubiquitin carboxyl-terminal hydrolase 1 (Homo sapiens), O94782; AID 743255, 2014; actives 0.23% (n = 390,000); note: potency is the fitted concentration of half-maximal effect; % is set by controls: 0 for no effect and ±100 for the full control effect; nearly all actives have a fitted effect of over 60% in size; inactives centre near -12
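High-throughput fluorogenic screen: 1nM USP1/UAF1 complex, Ub-Rho substrate 150nM final, 50mM HEPES pH 7.8 with 0.5mM EDTA, 0.1 mg/ml BSA, 1mM TCEP and 0.01% Tween-20.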
* = called active by the depositor; & = joins results of further samples; [ ] = dose if it differs, or a comment. Unless noted, calls come from the whole dose curve; as a rule, active = well fitted curve in the direction sought with a large enough effect; inconclusive = small, poorly fitted or top-dose-only effect, or another doubt; inactive = no such curve, though single readings can be large; an effect the other way counts as inactive or inconclusive. Only part of the results is shown; rates above refer to the full screens.

CCOc1ccc(N2C(=O)CC(NCCc3c[nH]c4ccccc34)C2=O)cc1 (stereo not drawn) was read as Vif-A3G inh -3%, Vif-APOBEC3F blk 0%, RGS4 inhibitor 17%, mIDH1 inhibitor -1%, TrxR1 inh 2%, TrxR1 substrate 1%, GRP78 ERSR act -3%, LDHA block -11 and USP1 inh -4%.
Screening C[C@@H]1CC[C@]2(O[C@@H](CCO)C[C@@H](O)[C@@H]2O)O1 returned Vif-A3G inh -1%, Vif-APOBEC3F blk 6%, RGS4 inhibitor 6%, mIDH1 inhibitor -2%[38.3 µM], TrxR1 inh 22%, TrxR1 substrate 1%, GRP78 ERSR act 0%, LDHA block 0 and USP1 inh -11%.
CC(C)(C)c1ccc2c(c1)C(=O)c1ccccc1C2=O was read as Vif-A3G inh 0%, Vif-APOBEC3F blk inconclusive, RGS4 inhibitor -11%, mIDH1 inhibitor -2%, TrxR1 inh 20%, TrxR1 substrate 4%, GRP78 ERSR act -7%, LDHA block 4 and USP1 inh -22%.
Screening Cc1cnc(NC(=O)CCCNC(=O)c2ccc(Cl)cc2)s1 returned Vif-A3G inh 3%, Vif-APOBEC3F blk -8%, RGS4 inhibitor 10%, mIDH1 inhibitor -2%, TrxR1 inh 29%, TrxR1 substrate 4%, GRP78 ERSR act 3%, LDHA block -18 and USP1 inh -9%.
Screening Cc1cc(=O)n(CCCO)c(O)c1C#N returned Vif-A3G inh -3%, Vif-APOBEC3F blk 3%, RGS4 inhibitor -38%, mIDH1 inhibitor 17%, TrxR1 inh -12%[57.1 µM], TrxR1 substrate -3%[57.1 µM], GRP78 ERSR act -4%, LDHA block 23 and USP1 inh -23%.
For COc1ccccc1-c1ccc(Nc2ccc(C(=O)N3CCOCC3)cc2)nn1 the results were Vif-A3G inh -5%, Vif-APOBEC3F blk 3%, RGS4 inhibitor -8%[11.4 µM], mIDH1 inhibitor 0%, TrxR1 inh 15%[57.1 µM], TrxR1 substrate -14%, GRP78 ERSR act -7%, LDHA block -5 and USP1 inh -14%.
Screening COc1ccc(C(=O)c2ccc(OC)c3cccc(O)c23)cc1OC returned Vif-A3G inh -9%, Vif-APOBEC3F blk -9%, RGS4 inhibitor 9%, mIDH1 inhibitor 6%, TrxR1 inh 7%[0.457 µM], TrxR1 substrate -2%, GRP78 ERSR act -6%, LDHA block 15 and USP1 inh -21%.
`CC1=C(C(=O)Nc2ccccc2)C(c2cccc([N+](=O)[O-])c2)Nc2nc3ccccc3n21` (stereo not drawn) gave Vif-A3G inh -4%, Vif-APOBEC3F blk 0%, RGS4 inhibitor -17%, mIDH1 inhibitor 1%, TrxR1 inh 10%, TrxR1 substrate 1%, GRP78 ERSR act -3%, LDHA block 3 and USP1 inh -8%.
Cc1ccc(C(C)C)c(OCC(O)CN(C)Cc2ccccc2)c1 (stereo not drawn) was read as Vif-A3G inh -7%, Vif-APOBEC3F blk 2%, RGS4 inhibitor -10%, mIDH1 inhibitor 6%, TrxR1 inh 17%, TrxR1 substrate 4%, GRP78 ERSR act 0%, LDHA block -5 and USP1 inh inconclusive.
COc1ccccc1NC(=O)c1cc[n+](C)cc1 was read as Vif-A3G inh -1%, Vif-APOBEC3F blk 0%, RGS4 inhibitor 7%, mIDH1 inhibitor 0%, TrxR1 inh 14%, TrxR1 substrate -4%, GRP78 ERSR act -1%, LDHA block inconclusive and USP1 inh -9%.
For Cc1ccc(NC(=O)COc2ccc3oc4c(c3c2)CCCC4)cc1C the results were Vif-A3G inh 0%, Vif-APOBEC3F blk 5%, RGS4 inhibitor -9%, mIDH1 inhibitor -3%, TrxR1 inh 25%, TrxR1 substrate 8%, GRP78 ERSR act -1%, LDHA block -3 and USP1 inh -19%.
For COc1ccc(/C=C(\NC(=O)c2cccs2)C(=O)N2CCOCC2)cc1OC the results were Vif-A3G inh -8%, Vif-APOBEC3F blk -2%, RGS4 inhibitor -11%, mIDH1 inhibitor 4%, TrxR1 inh 4%[57.1 µM], TrxR1 substrate 0%[57.1 µM], GRP78 ERSR act -3%, LDHA block -6 and USP1 inh -14%.
CC(C)c1ccccc1NC(=O)CCCC(=O)O was read as Vif-A3G inh 1%, Vif-APOBEC3F blk -4%, RGS4 inhibitor 8%, mIDH1 inhibitor 4%, TrxR1 inh 3%, TrxR1 substrate -1%, GRP78 ERSR act -5%, LDHA block -8 and USP1 inh -26%.
Screening O=C(CSc1ncnc2c1nnn2Cc1ccc(F)cc1)NCC1CCCO1 (stereo not drawn) returned Vif-A3G inh -25%, Vif-APOBEC3F blk 0%, RGS4 inhibitor 2%, mIDH1 inhibitor -1%, TrxR1 inh 4%, TrxR1 substrate 2%, GRP78 ERSR act -12%, LDHA block -4 and USP1 inh -16%.
`CCOC(=O)c1cccc(NC(=O)c2cc(CN3CCOCC3)on2)c1` gave Vif-A3G inh 2%, Vif-APOBEC3F blk -6%, RGS4 inhibitor 12%, mIDH1 inhibitor -4%, TrxR1 inh 0%[57.1 µM], TrxR1 substrate -2%[57.1 µM], GRP78 ERSR act -4%, LDHA block -1 and USP1 inh -1%.
For CCCCC(CC)CNC(=O)CN1C(=O)CSc2ccc(S(=O)(=O)N3CCOCC3)cc21 (stereo not drawn) the results were Vif-A3G inh -4%, Vif-APOBEC3F blk -1%, RGS4 inhibitor 22%, mIDH1 inhibitor 0%, TrxR1 inh 26%[57.1 µM], TrxR1 substrate 4%[57.1 µM], GRP78 ERSR act -2%, LDHA block -2 and USP1 inh inconclusive.
Cc1nn(CC(=O)Nc2ccc3c(c2)nc(CN2CCCC2)n3C)c(=O)c2ccccc12 was read as Vif-A3G inh 2%, Vif-APOBEC3F blk 10%, RGS4 inhibitor 7%, mIDH1 inhibitor 0%, TrxR1 inh -9%[57.1 µM], TrxR1 substrate 3%[57.1 µM], GRP78 ERSR act -1%, LDHA block -3&6 and USP1 inh -19%.
For CCCCNc1nc2c(c(=O)[nH]c(=O)n2C)n1CCOc1ccccc1 the results were Vif-A3G inh 2%, Vif-APOBEC3F blk -1%, RGS4 inhibitor 18%, mIDH1 inhibitor -2%, TrxR1 inh 9%, TrxR1 substrate -4%, GRP78 ERSR act -3%, LDHA block -13 and USP1 inh 0%.
`CC1=NN(c2nc(-c3ccc(Cl)cc3)cs2)C(=O)C1` gave Vif-A3G inh 0%, Vif-APOBEC3F blk -1%, RGS4 inhibitor 0%[11.4 µM], mIDH1 inhibitor -6%, TrxR1 inh 26%[57.1 µM], TrxR1 substrate -14%, GRP78 ERSR act -3%, LDHA block -8 and USP1 inh -13%.
COc1cccc(N2CCN(c3nc(C)c(C)c(=O)[nH]3)CC2)c1 was read as Vif-A3G inh -2%, Vif-APOBEC3F blk 8%, RGS4 inhibitor -13%, mIDH1 inhibitor 20%, TrxR1 inh 0%[57.1 µM], TrxR1 substrate 5%[57.1 µM], GRP78 ERSR act -7%, LDHA block 7 and USP1 inh -7%.
`Cc1ccc(S(=O)(=O)N2CCC3(CC2)OCCO3)cc1` gave Vif-A3G inh 3%, Vif-APOBEC3F blk -5%, RGS4 inhibitor 29%, mIDH1 inhibitor -18%, TrxR1 inh 10%, TrxR1 substrate -3%, GRP78 ERSR act 0%, LDHA block -4 and USP1 inh -12%.
O=C(O)[C@H](CO)Nc1ncnc2sc3c(c12)CCC3 was read as Vif-A3G inh 1%, Vif-APOBEC3F blk 3%, RGS4 inhibitor 15%, mIDH1 inhibitor 6%, TrxR1 inh -13%, TrxR1 substrate -12%, GRP78 ERSR act -1%, LDHA block -5 and USP1 inh -4%.
Screening C[C@H](O)[C@@H]1C(=O)N2CCc3c([nH]c4ccccc34)[C@@H]2C[C@@H]1N(C)Cc1ccc2c(c1)OCO2 returned Vif-A3G inh -1%, Vif-APOBEC3F blk 3%, mIDH1 inhibitor 5%, GRP78 ERSR act -6%, LDHA block -1 and USP1 inh -20%.
Nc1cc(=O)[nH]c(SCCOc2ccccc2)n1 was read as Vif-A3G inh -6%, Vif-APOBEC3F blk 13%, RGS4 inhibitor -15%, mIDH1 inhibitor 4%, TrxR1 inh 36%[57.1 µM], TrxR1 substrate -13%[57.1 µM], GRP78 ERSR act -2%, LDHA block 0 and USP1 inh -16%.

Assay outcomes from PubChem.
